Assay outcomes: PubChem BioAssay, National Center for Advancing Translational Sciences (NCATS)
HEK cytotox – HEK 293 cell cytotoxicity; HEK 293 viability, ATP luminescence (CellTiter-Glo), 48-72 h; Potency, µM (top dose mostly 115 µM), for inactives: top-dose activity change, negative = cytotoxicity, hits mostly inhibitors; 94,000 tested, 6.6% active; AID 1345083; also: potency is read from the fitted curve at half-maximal effect; nearly all actives have a fitted effect of over 60% in size
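HEK 293 cells at 250 cells/well were exposed to compounds by pintool transfer for 48 or 72 hr at 37 degree Celsius, 5% CO2. Viability was read as ATP-coupled luminescence with CellTiter-Glo after 10 min at room temperature.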
IP6K1 inh – IP6K1 kinase inhibition. Q92551. IP6K1 kinase, ADP-Glo luminescence, 2 h; hits give low values. activity change, % (series mostly up to about 58 µM). 140,000 tested, 0.81% active. AID 1645851; in the data active = activity change below about -25%
Target sequence (Q92551 whole entry, looked up): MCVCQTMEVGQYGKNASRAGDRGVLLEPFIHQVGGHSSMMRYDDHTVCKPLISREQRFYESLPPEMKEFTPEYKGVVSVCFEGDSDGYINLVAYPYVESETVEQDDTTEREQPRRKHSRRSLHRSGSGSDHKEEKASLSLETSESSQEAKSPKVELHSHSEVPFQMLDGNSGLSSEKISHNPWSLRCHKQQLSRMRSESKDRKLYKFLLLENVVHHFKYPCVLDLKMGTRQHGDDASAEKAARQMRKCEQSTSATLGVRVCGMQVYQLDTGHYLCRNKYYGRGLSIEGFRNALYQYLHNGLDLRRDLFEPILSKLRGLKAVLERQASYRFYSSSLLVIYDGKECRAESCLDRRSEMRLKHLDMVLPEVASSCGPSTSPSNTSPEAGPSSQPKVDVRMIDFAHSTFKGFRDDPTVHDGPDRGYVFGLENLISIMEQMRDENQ
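ADP-Glo luminescence measures ADP made by human IP6K1 during a 2 h RT reaction with ATP/IP6 (mix at 1.3 mM/130 uM); top library doses 57.5 and 19.1 uM final.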
Luciferase inh – inhibitors of firefly (Photinus pyralis) luciferase. P08659. 76,000 tested, 2.5% active. Potency, µM (highest dose often 115 µM), for the others: top-dose activity change, negative = inhibition, most hits filed as inhibitors. purified P. pyralis luciferase, luminescence, biochemical; also: potency is read from the fitted curve at half-maximal effect; nearly all actives have a fitted effect of over 65% in size
Target sequence (P08659 whole entry, looked up): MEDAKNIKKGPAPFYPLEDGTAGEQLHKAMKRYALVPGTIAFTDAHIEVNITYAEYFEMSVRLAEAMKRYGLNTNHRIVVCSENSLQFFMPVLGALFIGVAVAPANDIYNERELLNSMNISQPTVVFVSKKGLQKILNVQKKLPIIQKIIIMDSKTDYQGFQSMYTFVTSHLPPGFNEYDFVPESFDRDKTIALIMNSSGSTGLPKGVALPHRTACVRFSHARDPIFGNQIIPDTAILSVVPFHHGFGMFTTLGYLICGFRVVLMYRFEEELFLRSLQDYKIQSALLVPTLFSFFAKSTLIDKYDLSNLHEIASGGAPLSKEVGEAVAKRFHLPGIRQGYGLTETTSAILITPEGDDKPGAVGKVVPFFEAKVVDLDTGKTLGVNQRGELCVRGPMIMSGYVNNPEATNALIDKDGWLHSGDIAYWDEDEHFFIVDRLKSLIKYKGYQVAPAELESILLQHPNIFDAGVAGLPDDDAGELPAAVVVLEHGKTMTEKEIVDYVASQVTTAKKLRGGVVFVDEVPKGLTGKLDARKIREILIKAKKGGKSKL
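Purified P. pyralis luciferase (10nM final) in 50mM Tris acetate pH 7.5, 10mM Mg acetate, 0.01% Tween-20, 0.05% BSA with 10uM D-luciferin and 10uM ATP. Compounds titrated qHTS. Luminescence imaged on CCD.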
HEK293 viab – reduces viability of HEK-293 SNCA reporter cells; HEK-293-SNCA-luc viability, GF-AFC fluorescence, 24 h; 150,000 tested, 0.12% active; Potency, µM (titrated, usually from 57.1 µM), inactives show at the highest dose activity change, negative = cytotoxicity, actives largely listed as cytotoxic;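 also: potency is read from the fitted curve at half-maximal effect; 0% = DMSO-treated cells and -100% = medium-only wells without cells; nearly all actives have a fitted effect of over 30% in size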
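Cytotoxicity counterscreen: after 24 h compound treatment of genome-edited SNCA-luciferase HEK-293 cells, live-cell protease substrate GF-AFC read by fluorescence after 30 min; activity scaled between DMSO (0%) and medium-only (-100%), curves Hill-fitted.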
GPT2 inhibitor – inhibitors of human GPT2 alanine aminotransferase; Q8TD30; Recombinant GPT2, coupled pyruvate oxidase/HRP Amplex Red fluorescence; Potency, µM (series often up to 57.7 µM), for the others: at the highest dose activity change, negative = inhibition, actives largely listed as inhibitors; 100,000 tested, 0.25% active; AID 1671188; also: potency is read from the fitted curve at half-maximal effect; nearly all actives have a fitted effect of over 60% in size; many of its hits are not listed in these tables
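Inhibition is scored from Amplex Red fluorescence generated when pyruvate oxidase and HRP act on pyruvate released by GPT2. Reactions contain 10ng/uL enzyme, 250uM a-KG and 2mM L-alanine and run 30 min at room temperature.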
NIH3T3 tox – cytotoxic compounds in NIH 3T3 cells; NIH 3T3 viability, CellTiter-Glo ATP luminescence, 48-72 h; 94,000 tested, 4.3% active; Potency, µM (series often up to 96.7 µM), without a hit: at the highest dose activity change, negative = cytotoxicity, hits mostly inhibitors; also: potency is read from the fitted curve at half-maximal effect; nearly all actives have a fitted effect of over 55% in size
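Mouse fibroblast NIH 3T3 cells, 400 per well, received compound via pintool and were incubated for 48 or 72 hr prior to CellTiter-Glo ATP luminescence measurement.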
SNCA expr inhib – reduces expression of the alpha-synuclein gene; HEK-293 SNCA-luciferase knock-in, luminescence, 24 h; Potency, µM (highest dose often 57.2 µM), inactives show at the top dose activity change, negative = inhibition, usual class: inhibitors; AID 1671194; 140,000 tested, 0.17% active;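 also: potency is read from the fitted curve at half-maximal effect; plate controls were DMSO cells for no effect and cell-free wells for full effect; nearly all actives have a fitted effect of over 45% in size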
* hit, by the source's call; i = inactive; ? = inconclusive; . = not tested or not shown; & = joins results of further samples; [ ] = another dose, or the depositor's remark. Unless noted, calls follow the shape of the dose curve; as a rule, active = well fitted curve in the direction sought with a large enough effect; inconclusive = small, poorly fitted or top-dose-only effect, or another doubt; inactive = no such curve, though single readings can be large; an effect the other way counts as inactive or inconclusive. Unless noted, % is scaled to controls: 0 for no effect and ±100 for the full control effect.

SMILES	HEK cytotox	IP6K1 inh	Luciferase inh	HEK293 viab	GPT2 inhibitor	NIH3T3 tox	SNCA expr inhib
COc1ccc(OC)c(CNC(=O)C2(CCO)CC23CCOCC3)c1 (stereo not given)	3%	10	-8%	-2%	i	1%	-22%
CC(C)N1C(=O)C2(CCCC2)C1C(=O)NC1CC1 (stereo not given)	4%	-11	2%	-1%	-16%	i	4%
O=C(O)c1cc(-c2cncnc2)cc(S(=O)(=O)N2CCCCCC2)c1	-9%	0	3%	-9%	2%	-4%	5%
O=C(NC1CCCCC1)c1cn2cc(-c3ccccc3)sc2n1	63µM*	22	.	-1%[87.6 µM]	-11%[88.5 µM]	?	161%[activator][87.6 µM]
Cc1cnc(C)n1C1CCN(C(=O)CCn2cccn2)CC1	-2%	7	6%	-21%	-5%	2%	9%
C[C@H]1C(=O)N2c3ccccc3[C@@]3(O)C[C@@H]4C(=O)N[C@](C)(c5nc6ccccc6c(=O)n54)N1[C@@H]23	.	-4	.	-38%[23.9 µM]	-11%[27.3 µM]	.	.
CC(C)c1noc(-c2cn(C3CCN(C(=O)c4ccc(Cl)s4)C3)nn2)n1 (stereo not given)	?	13	7%	-4%	i	?	-26%
CSc1ncccc1C(=O)N1CC[C@@](C)(O)[C@@H](O)C1	4%	28	0%	-16%	3%	3%	-24%
COc1ccc(C(=O)N2CCCC(CO)CCNC(=O)CC2)c(OC)n1 (stereo not given)	i	-4	-5%	8%	i	-17%	13%
O=C(CN1CC2CC(C1)[C@H]1CCCC(=O)N1C2)NC1CC[S+](=O)([O-])C1 (stereo not given in full)	20%	19	-7%	7%	0%	i	10%
CN(C)c1ncc2c(n1)C(C)(C(=O)NCc1ccc3c(c1)OCO3)CCC2 (stereo not given)	?	-3	2%[172 µM]	3%[87.6 µM]	-25%[88.5 µM]	?	-26%[87.6 µM]
CC(C)c1ccc(NC(=O)CSC2=Nc3ccccc3C3=NC(CCC(=O)NC4CCCCC4)C(=O)N23)cc1 (stereo not given)	.	-14	.	8%	.	.	8%
CN(C)c1ccc(C(=O)N2CCC3(CC2)NC(=O)N(Cc2ccc(F)cc2)C3=O)cc1	?	-2	-2%	9%	i	?	1%
Cc1ccc(C(=O)N2CCC(N3CC(OCC4CC4)C34CCCCC4)CC2)cn1 (stereo not given)	-13%	27	5%	-1%	3%	?	15%
COc1cccc(CNC(=O)CCn2c(=O)c3cccn3c3ccc(F)cc32)c1OC	.	1	.	9%	.	.	3%
NC1CCC(NC(=O)C2CCCN(C3CCN(CCc4ccccc4)CC3)C2)CC1 (stereo not given)	i	-5	7%	-3%	i	-1%	7%
CCN1CCN(C(=O)C2CCCN(c3ccnc4ccnn34)C2)CC1 (stereo not given)	-21%	13	.	5%	-7%	-15%	22%
CN1CCC2(C1)CN(CC1CC1)c1ccc(C(=O)NC3CCC3)cc12 (stereo not given)	?	6	-26%[172 µM]	8%[87.6 µM]	?	?	-13%[87.6 µM]
Cc1ccc(CN2C[C@@H]3C(=O)N(Cc4ccc5c(c4)OCO5)C(=O)[C@@H]3C2)cc1	?	-11	9%	5%	0%	?	-18%
COc1ccc(CCC(=O)N2C[C@@H]3CCCN4CCC[C@@H]([C@H]34)[C@H]2CCCC(=O)N2CCOCC2)cc1	17%	1	-15%	-7%	-3%	i	-26%
CNC(=O)c1cc(C2CC2)nc2onc(C3CCCN3C(=O)c3ccc(F)cc3)c12 (stereo not given)	-16%&-17%	-3&-3	.	.	.	-16%&-11%	.
CCN1C(=O)C2CC3(CCN(C(=O)c4ccc(Cc5c(C)noc5C)o4)CC3)CN2C1=O (stereo not given)	-4%	3	.	7%	-2%	2%	24%
Cc1ccc2c(c1)N(C(=O)Nc1cccc(C)c1C)CCO2	.	20	.	-12%	.	.	-1%
Cc1cc(F)ccc1OC1CNC1	-15%[230 µM]	1	.	1%[87.6 µM]	i	-9%[174 µM]	1%[87.6 µM]
O=C1CCN(C(=O)COc2ccc(F)cc2)CCCC(c2nc(-c3cnccn3)no2)CCN1 (stereo not given)	3%	14	-9%	1%	i	-10%	-1%
CC(=O)Nc1cccc(-c2nnc(SCC(=O)c3ccc([N+](=O)[O-])cc3)o2)c1	.	6	.	7%	.	.	-4%
COC[C@H]1CCCN1Cc1cn(Cc2ccccc2)nc1-c1cc2ccccc2o1	?	8	?	-22%	-1%	?	-3%
CCCCN(Cc1cccnc1)C(=O)c1cnc(-c2ccc(C)cc2)[nH]c1=O	-18%	9	1%	0%	-13%	?	-12%
C#CCNCc1cc2cc(OCc3ccccc3)ccc2[nH]1	.	20	.	?	-11%	.	.
COc1ccc(CCNC(=O)CCc2c(C)c3cc4c(C)coc4c(C)c3oc2=O)cc1OC	.	-6	.	9%	.	.	13%
COc1ccc(N2C(=O)CSC23C(=O)N(Cc2ccc(C)cc2)c2ccccc23)cc1Cl (stereo not given)	.	12	.	-6%	.	.	?
Cc1ccccc1C(=O)NCc1nc2cccnc2n1Cc1ccccc1	.	2	.	8%	.	.	37%[activator]
COc1ccc(-n2nc(C(=O)N3CCN(c4ccc(F)cc4)CC3)c3c4ccccc4n(C)c3c2=O)cc1	.	-6	.	-1%	.	.	42%[activator]
O=c1[nH]nc2n1CCN(S(=O)(=O)c1ccc3c(c1)CCCC3)CC2	-1%	8	3%	-11%	i	-16%	-2%
Cc1ccc(NC(=O)c2cc3n(n2)CC(c2ccc4c(c2)OCO4)OC3)c(Cl)c1 (stereo not given)	4%	-4	-13%	9%	0%	-15%	11%
CNC(=O)c1cc(C)nc2onc(C3CCN(C(=O)C4CC4)C3)c12 (stereo not given)	-13%	-4	.	.	.	-15%	.
COCC(=O)NCc1cc2n(n1)CCCN(Cc1ccc3nsnc3c1)C2	5%	-10	0%	3%	i	-6%	0%
Cc1cccc(C(=O)Nc2ccc(S(=O)(=O)N3CCC(c4nc5ccccc5s4)CC3)cc2)c1	.	-9	.	-9%	.	.	-1%
CCC(C)NC(=O)N1CCC(Cc2nc(-c3ccncc3)n[nH]2)CC1 (stereo not given)	-6%	-3	3%	9%	i	-8%	-7%
CCOC(=O)Cn1c(=O)oc2cc(S(=O)(=O)N3CCN(c4ccc(Cl)cc4)CC3)ccc21	.	-13	.	-12%	.	.	-5%

An excerpt from above, reduced to Luciferase inh, IP6K1 inh and HEK cytotox:
Structure | Luciferase inh | IP6K1 inh | HEK cytotox
C#CCNCc1cc2cc(OCc3ccccc3)ccc2[nH]1 | . | 20 | .
COc1ccc(CCNC(=O)CCc2c(C)c3cc4c(C)coc4c(C)c3oc2=O)cc1OC | . | -6 | .
COc1ccc(N2C(=O)CSC23C(=O)N(Cc2ccc(C)cc2)c2ccccc23)cc1Cl (stereo not given) | . | 12 | .
Cc1ccccc1C(=O)NCc1nc2cccnc2n1Cc1ccccc1 | . | 2 | .
COc1ccc(-n2nc(C(=O)N3CCN(c4ccc(F)cc4)CC3)c3c4ccccc4n(C)c3c2=O)cc1 | . | -6 | .

Copied from the list:
Entry for CCOC(=O)Cn1c(=O)oc2cc(S(=O)(=O)N3CCN(c4ccc(Cl)cc4)CC3)ccc21 in HEK293 viab: -12%
Entry for COC[C@H]1CCCN1Cc1cn(Cc2ccccc2)nc1-c1cc2ccccc2o1 in IP6K1 inh: 8
Entry for Cc1cccc(C(=O)Nc2ccc(S(=O)(=O)N3CCC(c4nc5ccccc5s4)CC3)cc2)c1 in SNCA expr inhib: -1%
Entry for C#CCNCc1cc2cc(OCc3ccccc3)ccc2[nH]1 in IP6K1 inh: 20

The main list resumes with the two entries that preceded the break.
SMILES	HEK cytotox	IP6K1 inh	Luciferase inh	HEK293 viab	GPT2 inhibitor	NIH3T3 tox	SNCA expr inhib
CCC(C)NC(=O)N1CCC(Cc2nc(-c3ccncc3)n[nH]2)CC1 (stereo not given)	-6%	-3	3%	9%	i	-8%	-7%
CCOC(=O)Cn1c(=O)oc2cc(S(=O)(=O)N3CCN(c4ccc(Cl)cc4)CC3)ccc21	.	-13	.	-12%	.	.	-5%
CCN(CC)c1ccc(NC(=O)CN2CCN(CC(=O)Nc3ccc(Cl)cc3)CC2)cc1	.	0	.	-12%	.	.	20%
O=C(NCc1ccccc1)c1csc(Nc2ccncn2)n1	.	-1	.	?	-16%	.	9.6µM*
Cc1cccc(-c2nc3ccc(C(=O)NCc4ccccc4F)cc3o2)n1	100µM*	10	.	4%[87.6 µM]	0%[88.5 µM]	?	48%[activator][87.6 µM]
CCOc1ccc(C2C(C(=O)OC)=C(C)NC3=C2C(=O)c2ccccc23)cc1OC (stereo not given)	.	-27*	.	?	.	.	39%[activator]
COc1ccc(S(=O)(=O)c2cn(C)c3cc(N4CCCCCC4)c(F)cc3c2=O)cc1	.	0	.	-16%	.	.	-6%
CCN1CCN(C(c2cccc(F)c2)c2c(O)cc(C)n(CCOC)c2=O)CC1 (stereo not given)	.	-5	.	7%	.	.	10%
CCCCS(=O)(=O)c1oc(-c2cccs2)nc1S(=O)(=O)c1ccc(F)cc1	.	-11	.	?	.	.	?
CCOC(=O)C1=C(C)N=C2SC=C(CC(=O)NCc3ccco3)N2C1c1cccc([N+](=O)[O-])c1 (stereo not given)	?	32	-2%	-18%	i	?	-14%

Not all compounds are listed (hit frequency here may not be typical).
